# Screening results: PubChem, several laboratories
# HGIII-sPLA2 inh = human group III sPLA2 inhibitors, primary screen, biochemical, QFRET, BODIPY PC-A2 liposome substrate; inhibition, % at 12.2 µM; 370,000 compounds, 0.56% hits; QFRET BODIPY PC-A2 liposome hydrolysis, fluorescence; Group 3 secretory phospholipase A2 (Homo sapiens), Q9NZ20;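 active means inhibition above mean plus 3 SD of compounds lying within the high and low control bounds, cut at about 19% in these data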;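 further: 0% = median of test compound wells and 100% = no enzyme DMSO wells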
# DAX1 inh-1 = DAX1 (NR0B1) inhibitors on StAR promoter, primary screen, cell-based, luminescence, SF-1 (NR5A1), full-length DAX-1. HEK293T StAR-luciferase reporter, SF-1/DAX-1 repression relief. inhibition, % at 6.8 µM. 370,000 compounds, 1.1% hits. AID 652010, 2013;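 active means inhibition above the mean over all tested compounds plus 3 SD, cut at about 3.6% in these data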;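 further: 0% = DAX-1 cells with DMSO and 100% = cells lacking DAX-1 with DMSO; higher inhibition means more luminescence from relief of DAX-1 repression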
# GAA850 FXN act = FXN promoter activators, primary screen, cell-based, luciferase luminescence, HEK293 lucGAA850. HEK293 lucGAA850 FXN promoter luciferase reporter, 24 h; percent of 10 µM SAHA response. 360,000 compounds, 0.56% hits. activation, % at 6 µM;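 active means activation above the average of all compounds screened plus 3 SD, cutoff fixed separately per campaign, cut at about 7.5% in these data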;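 further: 0% = DMSO wells and 100% = 10 µM SAHA wells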
# ssDAF-12 act = S. stercoralis DAF-12 nuclear receptor activators, primary screen, cell-based, luminescence, HEK293, GRIP1 co-expression, lit1-tk-luc. Nuclear hormone receptor DAF-12 (Strongyloides stercoralis). HEK293 ssDAF-12/GRIP1 lit1-tk-luc reporter; % of 3 µM dafachronic acid response. activation, % at 6.8 µM. 370,000 compounds, 1% hits;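 active means activation above the mean over all tested compounds plus 3 SD, cut at about 0.9% in these data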;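 further: 0% = DMSO-only wells and 100% = 3 µM delta7-dafachronic acid wells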
# hcDAF-12 act = H. contortus DAF-12 nuclear receptor activators, primary screen, cell-based, luminescence, HEK293, lit1-tk-luc reporter; HEK293 hcDAF-12 lit1-tk-luc reporter; 0% DMSO, 100% Δ7-dafachronic acid; activation, % at 6.8 µM; 370,000 compounds, 1.4% hits; AID 652067, 2013;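 active means activation above the mean of all tested compounds plus 3 SD, cut at about 5.5% in these data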;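 further: 100% = response to 3 µM Δ7-dafachronic acid high control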
# NPR1 activator = GC-A stimulated cGMP production enhancers – HEK293 GC-A cells, cGMP TR-FRET, EC30 ANP, primary screen; Atrial natriuretic peptide receptor 1 (Homo sapiens), P16066; 0% at EC30 ANP, 100% saturating ANP; activation, % at 10 µM; 370,000 compounds, 0.14% hits; AID 1671463, 2021; in the data active means activation above about 40%
# Target sequence (P16066 whole entry, looked up): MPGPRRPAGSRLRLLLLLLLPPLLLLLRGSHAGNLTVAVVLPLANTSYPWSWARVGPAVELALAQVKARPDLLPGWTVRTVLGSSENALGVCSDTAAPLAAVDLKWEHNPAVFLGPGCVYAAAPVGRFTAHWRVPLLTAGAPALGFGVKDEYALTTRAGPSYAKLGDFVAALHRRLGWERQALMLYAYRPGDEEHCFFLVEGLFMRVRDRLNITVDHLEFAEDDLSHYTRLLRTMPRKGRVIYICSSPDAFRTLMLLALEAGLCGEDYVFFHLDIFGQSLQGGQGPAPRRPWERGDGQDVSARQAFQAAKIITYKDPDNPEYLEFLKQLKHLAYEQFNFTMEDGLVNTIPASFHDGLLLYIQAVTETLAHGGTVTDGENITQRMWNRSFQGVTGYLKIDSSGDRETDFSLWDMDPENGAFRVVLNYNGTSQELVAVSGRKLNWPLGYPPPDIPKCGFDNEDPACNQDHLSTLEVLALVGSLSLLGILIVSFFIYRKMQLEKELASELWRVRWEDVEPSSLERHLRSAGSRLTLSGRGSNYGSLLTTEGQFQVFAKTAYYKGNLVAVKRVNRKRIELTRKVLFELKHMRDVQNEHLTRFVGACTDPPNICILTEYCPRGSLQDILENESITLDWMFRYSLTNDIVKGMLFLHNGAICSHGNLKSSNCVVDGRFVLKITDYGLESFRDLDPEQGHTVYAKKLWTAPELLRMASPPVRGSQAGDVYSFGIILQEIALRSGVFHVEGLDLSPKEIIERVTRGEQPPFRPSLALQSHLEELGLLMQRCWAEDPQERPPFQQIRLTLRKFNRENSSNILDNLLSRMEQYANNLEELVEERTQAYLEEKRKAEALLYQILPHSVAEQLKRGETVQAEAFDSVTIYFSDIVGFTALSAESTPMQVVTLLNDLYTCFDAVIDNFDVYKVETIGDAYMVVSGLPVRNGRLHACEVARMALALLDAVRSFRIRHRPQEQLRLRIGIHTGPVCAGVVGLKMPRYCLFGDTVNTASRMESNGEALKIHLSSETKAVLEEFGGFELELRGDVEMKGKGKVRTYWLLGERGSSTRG
# GC-B act = human GC-B receptor activators, primary screen, HEK293 GC-B cells, cGMP TR-FRET, EC30 CNP. Atrial natriuretic peptide receptor 2 (Homo sapiens), P20594. 0% at EC30 CNP, 100% saturating CNP. activation, % at 10 µM. 370,000 compounds, 0.11% hits;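 active means activation at 10 µM reaching about 35% in either raw or pattern-adjusted values, limit read from the data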
# SMARCA2 act = SMARCA2 (BRM) function activators, primary screen, cell-based, luminescence, high throughput | MG213 cells, MMTV-luciferase reporter, dexamethasone, overnight | activation, % at 9.1 µM | 370,000 compounds, 1% hits; in the data active means activation above about 7.8%;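 further: 0% = vehicle wells and 100% = reference activator wells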
# ADAM10 inh = human ADAM10 inhibitors, primary screen, biochemical, QFRET, HTS | recombinant ADAM10, EDANS/DABCYL FRET peptide cleavage, 3 h | Disintegrin and metalloproteinase domain-containing protein 10 (Homo sapiens), O14672 | inhibition, % at 7 µM | 370,000 compounds, 0.62% hits | AID 720582, 2013;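 active means inhibition above a per-campaign cutoff equal to the mean of compounds falling between control-based bounds plus 3 SD, cut at about 20% in these data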;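 further: 0% = DMSO wells while the 100% control is not disclosed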
# hgDAF-12 ag = H. glycines DAF-12 receptor agonists, primary screen, cell-based, luminescence, HEK293, GAL4 fusion, UAS-luciferase; AID 687014, 2013; Nuclear hormone receptor DAF-12 (Heterodera glycines), GAL4 fusion; HEK293 GAL4-hgDAF12 UAS-luciferase reporter, agonist luminescence; normalized to butyrate control; activation, % at 6.8 µM; 370,000 compounds, 1.8% hits;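 active means activation above a cutoff set at the mean of all screened compounds plus 3 SD, cut at about 10% in these data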;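 further: 0% = DMSO wells and 100% = sodium butyrate wells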
# DAX1 inh-2 = DAX1 (NR0B1) inhibitors, primary screen, cell-based, HEK293, Gal4-DAX1, luciferase luminescence; 340,000 compounds, 0.99% hits; HEK293 Gal4-DAX1 luciferase reporter; inhibition, % at 6.75 µM; AID 504766, 2011;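 active means inhibition above the mean over all tested compounds plus 3 SD, cut at about 4.2% in these data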;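 further: 0% = DAX1-transfected cells with DMSO and 100% = empty-vector control cells with DMSO; inhibition shows as a rise in luminescence from relieved DAX1 repression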
# * = called active by the depositor; i = inactive; · = not tested or not shown.
SMILES,HGIII-sPLA2 inh,DAX1 inh-1,GAA850 FXN act,ssDAF-12 act,hcDAF-12 act,NPR1 activator,GC-B act,SMARCA2 act,ADAM10 inh,hgDAF-12 ag,DAX1 inh-2
O=C(Nc1cccc(Cl)c1)OCc1cnc(Cl)s1,-9,-0.8,1.9,-0.4,-1.5,1,2,2,15,0.2,0.4
Cc1ccc(N2C(=O)c3cccc4c(Oc5ccccc5[N+](=O)[O-])ccc(c34)C2=O)c(C)c1,8,-0.1,0.2,-1.0,-0.6,-4,-2,-3,-6,-2.9,-0.6
N/C(=N\N=C\c1ccc([N+](=O)[O-])cc1)c1nonc1N,-3,1.0,6.0,-1.1,1.6,-1,-3,14*,-3,11*,0.5
Cc1cc(C)nc(NC(=O)c2cc([N+](=O)[O-])cc([N+](=O)[O-])c2)n1,4,-0.2,2.6,-1.7,-1.0,1,2,-4,1,-1.8,-0.7
O=[N+]([O-])c1ccccc1N/N=C/c1ccc2c(c1)OCO2,5,0.8,5.5,-0.2,2.0,-3,2,2,-5,7.2,1.6
CC1CCCCN1c1cc(C#N)c(C#N)cc1[N+](=O)[O-] (stereo unspecified),4,-0.5,2.5,-0.6,-2.2,-3,2,-2,3,1.7,0.4
CCCCOCCCNC(=O)C[C@@H]1C[C@@]2(C(=O)OCC)CCC=C2N(Cc2ccccc2)C1=O,-2,0.3,·,-1.2,0.2,0,0,1,-11,1.3,·
O=C1CC(c2ccc(Cl)cc2)SC(N(c2ccccc2)c2ccccc2)=N1 (stereo unspecified),8,0.8,-0.9,-1.1,-0.6,-27,-7,-4,3,-2.0,-0.6
COC(=O)C[C@H]1C=C[C@H](NS(=O)(=O)c2cn(C)cn2)[C@@H](CO)O1,6,2.5,·,-1.1,-0.5,1,4,4,5,1.4,·
Cc1ccccc1S(=O)(=O)Cc1ccc(C(=O)N2CCN(C3CCCCC3)CC2)o1,-7,1.9,0.3,-1.8,-2.0,·,·,0,2,-2.6,4.1
COC(=O)CSc1nc2sc3c(c2c(=O)[nH]1)CCC3,4,-0.3,3.5,-1.2,-1.4,1,-3,0,-7,-3.3,-1.2
Cc1cc(=O)oc2cc(OCC(=O)c3ccccc3)ccc12,0,0.9,1.4,-1.1,-2.0,-1,-5,-2,-49,0.5,-0.3
COc1ccc(OC)c(C(=O)COC(=O)C2CC3CCCC(C2)C3=O)c1 (stereo unspecified),6,-0.1,0.9,-1.2,0.0,-1,-1,1,14,1.6,-0.1
Cc1cc(NC(=O)c2ccc3c(c2)OCO3)ccc1NC(=O)c1ccco1,3,0.2,-1.3,-1.6,-1.8,1,-1,1,1,-0.7,0.0
CCCC(C)NC(=O)C1CCN(C(=O)C2CC(=O)N(c3ccc(C)cc3)C2)CC1 (stereo unspecified),1,0.1,-0.7,-0.2,-0.6,5,2,2,-1,-0.4,0.6
CC1CCN(c2ccc(NC(=S)NC(=O)c3ccco3)cc2)CC1,13,-0.5,7.9*,-0.9,-0.6,-1,4,3,8,5.0,1.6
CS(=O)(=O)N(CC(=O)N1CCCCCC1)c1ccc(Cl)cc1,2,-0.1,0.2,-1.9,-0.5,-3,1,-2,5,2.2,-0.8
Cc1cccc(C(=O)Nc2cc(Cl)ccc2-n2cncn2)c1[N+](=O)[O-],8,0.0,0.0,-0.8,-0.3,0,-6,-1,-5,-1.5,0.6
Cn1c(=O)cc(OCCCC(=O)NC2CCCC2)c2ccccc21,4,0.9,4.8,0.5,1.3,-4,-1,2,4,-3.7,1.9
COc1ccc(CCNC(=O)c2ccc(Cl)cc2Cl)cc1,-2,0.4,-0.8,-1.0,-0.4,-3,0,-3,-1,2.2,-1.2
O=S(=O)(Nc1ccccc1Cl)c1ccc2[nH]c(=S)oc2c1,-2,-1.1,-0.3,-1.0,1.0,1,1,3,5,-1.2,1.0
CC(C)(C)c1ccc(C(=O)NNc2ncccc2-n2cccc2)cc1,-7,-0.3,1.6,-1.9,1.1,4,-2,-4,-4,0.9,-0.8
CN(C)S(=O)(=O)c1cccc(NC(=S)N/N=C/c2cc(Br)ccc2O)c1,39*,-3.8,-3.8,-1.5,-2.4,4,5,-6,-18,-10,-5.0
COC(=O)c1ccccc1NC(=O)Cn1c(CCC(=O)O)ccc1-c1cccs1,-20,0.0,0.4,-1.6,0.5,-2,-5,-1,-22,-0.2,0.1
COc1ccc(-n2nc3c(c2NC(=O)C2CC2)CS(=O)(=O)C3)cc1,5,2.0,1.6,-0.7,-1.0,-5,-4,-1,-8,0.7,0.4

# The list goes on; the last 2 above are carried over.
SMILES,HGIII-sPLA2 inh,DAX1 inh-1,GAA850 FXN act,ssDAF-12 act,hcDAF-12 act,NPR1 activator,GC-B act,SMARCA2 act,ADAM10 inh,hgDAF-12 ag,DAX1 inh-2
COC(=O)c1ccccc1NC(=O)Cn1c(CCC(=O)O)ccc1-c1cccs1,-20,0.0,0.4,-1.6,0.5,-2,-5,-1,-22,-0.2,0.1
COc1ccc(-n2nc3c(c2NC(=O)C2CC2)CS(=O)(=O)C3)cc1,5,2.0,1.6,-0.7,-1.0,-5,-4,-1,-8,0.7,0.4
Nc1ccc(-c2nnc(-c3ccc(-c4ccccc4)cc3)o2)cc1,-29,1.4,5.1,-0.9,1.4,29,1,5,i,7.1,0.8
Cc1cc2ncc(C(=O)N=CN(C)C)cn2n1,5,1.7,-1.2,-1.4,-0.1,3,0,0,-8,1.5,0.1
O=C(NC1CCCc2ccccc21)c1cc(Cl)ccn1 (stereo unspecified),3,-0.2,-1.4,0.2,3.8,-1,-3,-5,-6,2.0,-0.1
COc1ccc(CC(=O)Cc2ccc(OC)c(OC)c2)cc1OC,11,-0.7,0.5,-1.6,-2.6,1,3,-5,-22,-2.6,1.2
COc1ccc(NC(=O)COC(=O)CCc2ccccc2)c(OC)c1,3,-0.3,2.3,-0.9,3.7,0,-3,-1,9,4.8,-0.5
Cc1ccc(CSc2ccc(-c3ccc4c(c3)OCO4)nn2)cc1,4,0.2,2.7,-1.2,0.0,0,2,-2,5,1.1,0.6
CCOc1ccc(-n2c(C)c(C(C)=O)c3cc(OCC(N)=O)ccc32)cc1,3,-0.8,1.4,-1.9,-1.6,5,-1,-1,-1,-5.0,-0.8
COc1cc(/C=N/NC(=O)c2cc(C)oc2C)ccc1O,-1,-0.2,0.2,-0.6,-0.2,-3,-4,-1,-6,7.0,2.3
O=C(CSCc1ccc(Cl)cc1)NCC1CCCO1 (stereo unspecified),-7,0.4,0.6,-0.8,-1.8,1,5,-1,-8,-1.0,1.8
O=[N+]([O-])c1ccc(OC2OCC(O)C(O)C2O)cc1 (stereo unspecified),9,-0.8,·,-0.6,0.4,0,-2,-4,-5,-0.2,·
CS/C(=C\[N+](=O)[O-])Nc1ccc(F)cc1,-6,-0.6,-1.4,-1.1,-0.8,0,-3,-1,12,-1.1,1.2
COc1ccc(S(=O)(=O)N(C)C[C@H]2OCc3cn(nn3)CCCC(=O)N([C@@H](C)CO)C[C@@H]2C)cc1,9,-1.1,·,-1.4,-0.3,-3,5,-3,-17,2.4,·
COc1ccc(NC(=O)C2CCN(C(=O)c3ccc(OC)cc3)CC2)cc1,5,-0.4,0.8,-1.2,-1.9,-6,-2,-2,8,-1.3,0.1
COc1cc(C(C2C(=O)CC(C)(C)CC2=O)C2C(=O)CC(C)(C)CC2=O)ccc1OC(C)=O,-4,-0.2,-0.1,0.0,-1.0,0,-3,0,-5,2.0,1.6
COc1ccccc1CNC(=O)c1cc(-c2ccccc2)nn1CC1CC(c2cccnc2)=NO1 (stereo unspecified),-1,-0.9,-0.6,-1.5,-0.9,2,-2,0,-1,-2.1,-0.9
COc1ccccc1OCC(=O)Nc1nc2c(s1)CCCC2,3,-0.1,-3.8,-1.1,-3.7,2,3,0,-2,-6.4,-1.4
C/C(=N/Nc1ccc(C(=O)c2c(C)cc3ccccn23)cc1[N+](=O)[O-])c1ccc(O)cc1,9,-0.7,2.2,-0.6,0.9,-11,2,-2,-3,-1.0,0.8
CCOC(=O)Cc1csc(NC(=O)c2cccc(Cl)c2)n1,5,-0.6,1.6,-2.0,0.1,0,-2,-4,5,1.7,·
CCn1c(SCC(=O)Nc2ccc(Br)cc2)nc2sc3c(c2c1=O)CCN(C)C3,5,-1.9,3.2,-1.5,-1.8,10,1,0,-172,-0.2,1.4
COc1cccc(C(=O)Nc2ccc(-c3nc4ccccc4o3)c(O)c2)c1,2,-0.6,4.6,-1.1,-2.9,3,-2,-1,-470,-0.5,-1.5
CCCCOc1ccc(C(=O)N/N=C/c2ccc(OCCN3CCCCC3)c(OC)c2)cc1,-15,0.1,1.9,-0.8,-2.9,0,0,7,-8,-0.9,-1.3
O=C1C(NS(=O)(=O)c2cccs2)=C(N2CCN(c3cccc(C(F)(F)F)c3)CC2)C(=O)c2ccccc21,9,-0.7,-0.2,-0.8,0.3,-2,-2,-1,1,-1.3,-0.6
CCS(=O)(=O)c1ccc2c(c1)N(S(=O)(=O)c1cccs1)CC(C(=O)O)O2 (stereo unspecified),-3,0.2,1.6,-1.0,-0.1,-1,7,0,-4,3.1,0.6
CCCCNC(=O)OCCSCCS(=O)(=O)c1ccc(Cl)cc1,3,0.0,-0.3,-1.0,-0.5,3,-2,1,-4,0.5,1.4
Cc1cccc(OCCn2ccnc2)c1,-3,0.1,3.1,-0.8,-1.2,3,2,-1,5,-1.4,2.1
O=C(NNc1c2ccccc2nc2ccccc12)C12CC3CC(CC(C3)C1)C2,4,0.3,1.5,-0.2,1.4,-1,-1,-1,-60,-0.7,-2.1
COC(=O)Nc1ccc(S(=O)(=O)N2CCC(C(=O)N3CCCC(C)C3)CC2)cc1 (stereo unspecified),-8,-0.4,-1.2,-1.7,-0.2,-6,-7,0,-1,-0.2,0.3
CN(C(=O)c1cccc(NC(=O)Cc2ccc(NC(=O)C3CCCN(C(=O)C4CCC4)C3)cc2)c1)C1CCC1 (stereo unspecified),-7,-0.6,0.0,1.3*,-2.1,4,0,0,-10,-1.9,-0.6
O=C(c1cc2ccccc2oc1=O)N(Cc1ccco1)CC1CCCO1 (stereo unspecified),-2,-0.5,-2.2,-1.5,-1.5,-1,5,0,-6,-0.3,1.5
